# Screens from PubChem.
# Platelet DG rel – inhibitors of platelet dense granule secretion, primary screen, cell-based, MLPCN, human platelets. human platelet-rich plasma, SFLLRN dense granule ATP release, luminescence. 300,000 tested, 0.22% active. inhibition, %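 (compounds screened at 7.5 µM in platelet-rich plasma)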;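 active = mean replicate score, as percent of positive control, at or above 50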
# hERG rescue – hERG rescue from dofetilide block, primary screen, cell-based, CHO-hERG, FluxOR thallium flux, dofetilide IC70. dofetilide IC70 present. AID 1511, 2009. 310,000 tested, 0.51% active. activation (rescue from dofetilide block), less the hit threshold, % at 10 µM;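 active = activation above the mean of controls blocked by dofetilide plus 5 SD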;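 note: thallium influx through hERG after potassium depolarization seen as dye fluorescence rise; in these data hits start at about 4.7%; inactives centre near -7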
# TRPC4 inh – inhibitors of mouse TRPC4 channel, primary screen, Fluo4 calcium, HEK293 TRPC4beta/mu-opioid cells; Short transient receptor potential channel 4 (Mus musculus), Q9QUQ5; DAMGO-evoked Fluo4 calcium flux; hits give low values; B-score at 10 µM; 300,000 tested, 0.39% active; AID 2247, 2010;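 active = B-score over 3 SD under the library average, no early fluorescence shift, positive overall ratio signal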
#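 Test system – stable TRPC4beta/mu-opioid receptor HEK293 cells · Probe or stimulus – DAMGO, a submaximal dose followed by a maximal one · Dosing – one concentration per compound · Signal – Fluo4 calcium fluorescence by kinetic imaging, 5 s 1 Hz baseline · Evaluation – per-well B score of integrated baseline-normalized Fluo4 ratio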
# TRPC4 PAM – positive allosteric modulators of TRPC4, primary screen, cell-based, mouse TRPC4beta, HEK293 mu-opioid, Fluo-4 calcium; Short transient receptor potential channel 4 (Mus musculus), Q9QUQ5; B-score at 10 µM; 310,000 tested, 0.42% active; DAMGO EC20, Fluo-4 Ca2+ flux; hits give high values;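 active = B-score of calcium response area above 5 SD of library B-scores, with initial fluorescence ratio within 5 SD of library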;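 note: B-score of integrated fluorescence ratio over time as area under calcium response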
# DYRK1A inh – rat Dyrk1A kinase inhibitors, primary screen, biochemical, single point, plate reader. inhibition, % at 12.5 µM. ADP-Glo luminescence, NFATc1 peptide. 310,000 tested, 0.43% active. Dual specificity tyrosine-phosphorylation-regulated kinase 1A (Rattus norvegicus), Q63470; in the data active = inhibition above about 50%;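 note: plate controls were vehicle with enzyme for no effect and no enzyme for full effect; many of its hits are not listed in these tables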
# KCNK3 block – human KCNK3 channel inhibitors, primary screen, CHO cells, FluxOR thallium flux, B-score. Potassium channel subfamily K member 3 (Homo sapiens), O14649. AID 602410, 2012. 340,000 tested, 0.84% active. FluxOR fluorescence; hits give low values. B-score at 10 µM;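 active = B-score under library mean minus 4 SD, starting fluorescence ratio at most library mean plus 5 SD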;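 note: more negative B-score means stronger inhibition of thallium flux through KCNK3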
# Target sequence (O14649 whole entry, looked up): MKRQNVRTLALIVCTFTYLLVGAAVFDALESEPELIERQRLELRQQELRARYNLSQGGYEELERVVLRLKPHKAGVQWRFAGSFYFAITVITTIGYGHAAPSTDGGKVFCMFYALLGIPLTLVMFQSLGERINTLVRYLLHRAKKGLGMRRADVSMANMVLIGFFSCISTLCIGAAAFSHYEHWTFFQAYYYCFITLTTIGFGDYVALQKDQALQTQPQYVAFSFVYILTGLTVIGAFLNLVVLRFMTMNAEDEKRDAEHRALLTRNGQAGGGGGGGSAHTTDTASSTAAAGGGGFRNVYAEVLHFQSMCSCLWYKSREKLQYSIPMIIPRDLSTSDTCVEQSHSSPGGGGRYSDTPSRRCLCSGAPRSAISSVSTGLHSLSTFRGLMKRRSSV
# KCNQ1 inh – inhibitors of human KCNQ1 channel, primary screen, cell-based, thallium flux, high-throughput | Potassium voltage-gated channel subfamily KQT member 1 (Homo sapiens), P51787 | AID 2642, 2010 | CHO-K1 KCNQ1, FluxOR thallium flux fluorescence; hits give high values | 310,000 tested, 1.3% active | B-score at 10 µM;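 active = compounds whose thallium flux B-score, printed positive for inhibition, exceeds three library SD while starting fluorescence stays within three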;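 note: channel opened by potassium depolarization with thallium stimulus after 20 min compound exposure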
# Target sequence (P51787 whole entry, looked up): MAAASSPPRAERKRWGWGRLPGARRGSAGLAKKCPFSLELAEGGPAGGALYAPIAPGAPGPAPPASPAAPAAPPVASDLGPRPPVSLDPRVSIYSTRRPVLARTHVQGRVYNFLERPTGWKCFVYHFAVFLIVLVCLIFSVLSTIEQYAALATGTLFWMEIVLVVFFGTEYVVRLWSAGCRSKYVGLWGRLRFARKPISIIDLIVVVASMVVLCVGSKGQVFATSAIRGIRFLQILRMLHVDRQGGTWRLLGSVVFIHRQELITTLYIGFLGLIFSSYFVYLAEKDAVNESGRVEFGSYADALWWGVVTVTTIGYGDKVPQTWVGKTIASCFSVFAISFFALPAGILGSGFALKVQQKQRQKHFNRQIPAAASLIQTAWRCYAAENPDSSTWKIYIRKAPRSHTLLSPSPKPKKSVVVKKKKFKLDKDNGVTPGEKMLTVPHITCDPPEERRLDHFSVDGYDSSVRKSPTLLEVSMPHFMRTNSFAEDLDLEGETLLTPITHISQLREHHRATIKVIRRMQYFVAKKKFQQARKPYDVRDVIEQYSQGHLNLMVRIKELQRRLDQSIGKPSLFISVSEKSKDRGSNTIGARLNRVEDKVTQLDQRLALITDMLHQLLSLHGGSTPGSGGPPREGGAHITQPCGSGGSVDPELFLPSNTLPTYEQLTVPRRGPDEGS
# KCNQ1 act – potentiators or activators of KCNQ1 channel, primary screen, cell-based, thallium flux, high-throughput; CHO-K1 KCNQ1, thallium flux FluxOR fluorescence; hits give high values; B-score at 10 µM; 310,000 tested, 0.35% active; AID 2648, 2010;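 active = fluorescence ratio B-score, a plate-corrected score, at least three library SD, with initial intensity B-score within 5 SD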
#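 Doses: Single concentration per compound, DMSO matched to controls | Test system: KCNQ1-transfected CHO-K1 cells | Timing: 90 min dye loading and 20 min compound exposure, both at room temperature | Measured by: Kinetic FluxOR thallium fluorescence, 10-s 1-Hz baseline, 110-s post-stimulus read | Medium: Assay buffer with matched DMSO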
# KCNK9 inh – KCNK9 potassium channel inhibitors, primary screen, HEK293 cells, thallium flux; Potassium channel subfamily K member 9 (Homo sapiens), Q9NPC2; FluxOR thallium flux fluorescence; hits give low values; B-score at 10 µM; 310,000 tested, 1.2% active;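 active = ratio B-score over 3 SD below the library mean, with starting fluorescence within 5 SD of its mean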;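 note: negative B-score means less thallium flux so channel inhibition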
# PolyA inh – polyadenylation inhibitors in yeast reporter cells, primary screen, luminescence, S. cerevisiae; S. cerevisiae SKY197-pL101 polyadenylation reporter, beta-gal luminescence; efflux-impaired pdr1/pdr3 knockout yeast; score 100 = 6 SD above DMSO; AID 1875, 2009; 300,000 tested, 0.02% active; calls only at 12 µM;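 active = lowest replicate activity score at least 50, where 100 means six control SD above control mean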;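 note: yeast exposed to compound for 9 h at 30 °C; higher score means more reporter readthrough which indicates perturbed polyadenylation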
# TRPC4 agonist – activators of mouse TRPC4 channel, primary screen, Fluo4 calcium, HEK293 TRPC4beta/mu-opioid cells. 310,000 tested, 0.49% active. Fluo4 calcium fluorescence; hits give high values. B-score at 10 µM;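 active = B-score above 5 SD of library B-scores, and initial fluorescence ratio not above library mean plus 5 SD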;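 note: positive B-score marks a calcium rise read as TRPC4 activation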
#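 System – HEK293 cells stably co-expressing mouse TRPC4beta and mu-opioid receptor · Signal – Fluo4 calcium-sensitive dye fluorescence, kinetic, 1 Hz baseline · Benchmarks – buffer (low) and maximal DAMGO (high) · Read-out – B score of integrated fluorescence ratio per well · Incubation – dye loading 45 min room temperature, 110 s kinetic read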
# Numbers without * were called inactive; i = inactive; . = no result given. These rows are one share of the data (hit frequency here may not be typical).
# Results follow in this order: Platelet DG rel | hERG rescue | TRPC4 inh | TRPC4 PAM | DYRK1A inh | KCNK3 block | KCNQ1 inh | KCNQ1 act | KCNK9 inh | PolyA inh | TRPC4 agonist
CCC1CCCCN1CCCNC(=O)c1ccc(CS(=O)(=O)Cc2ccc(Cl)cc2)o1 (stereo not given)
 : 5 | -4 | i | i | -2 | i | i | i | i | i | i
CCN(CC(=O)NC(C)(C)C)C(=O)C(c1ccccc1)c1ccccc1
 : -6 | -13 | i | i | 3 | i | i | i | i | i | i
Cc1ccc(C)c(OCc2cc(C(=O)N3CCC(N4CCCC(O)C4)CC3)no2)c1 (stereo not given)
 : -7 | -8 | i | i | 2 | i | i | i | i | i | i
CC(C)C(CCNC(=O)CN1C(=O)c2ccccc2C1=O)c1ccco1 (stereo not given)
 : -2 | -15 | i | i | 3 | i | i | i | i | i | i
CC(C)c1cc(NCCOCCO)n2c(nc3ccccc32)c1C#N
 : 4 | -1 | i | i | 29 | i | i | i | i | i | i
COC(=O)/C(=C1/Oc2ccc(C)cc2S1)C(F)(F)F
 : 2 | -10 | i | i | -5 | i | i | i | i | i | i
COc1ccc(NS(=O)(=O)c2ccc(C)c(C(=O)NCC(c3ccco3)N(C)C)c2)cc1 (stereo not given)
 : -4 | -8 | i | i | -4 | i | i | i | i | i | i
CN1CCN(c2oc(Cc3cccc4ccccc34)nc2C#N)CC1
 : 4 | 2 | i | i | . | i | i | i | i | i | i
CN(C)C(=O)c1nc2ccccc2s1
 : -8 | -8 | i | i | -8 | i | i | i | i | i | i
CCO/N=C/c1ccc(OC)c(Oc2nc(OC)cc(OC)n2)c1
 : -5 | -5 | i | i | -7 | i | i | i | i | i | i
CCN(CC)Cc1c(C(=O)N2CCc3ccccc3C2)nc2ccc(Cl)cn12
 : -1 | -7 | i | i | -4 | i | i | i | i | i | i
CCOC(=O)c1cnc(SCC(=O)Nc2ccc3c(c2)OCCO3)nc1N
 : -1 | -4 | i | i | 2 | i | i | i | i | i | i
Cn1c(CNC(=O)c2ccco2)nnc1SCC(=O)c1ccc(Br)cc1
 : -1 | -4 | i | i | -3 | i | i | i | i | i | i
CCC(C)(C)NC(=S)Nc1ccc(-c2nc3ccc(C)cc3s2)cc1
 : 3 | -6 | i | i | 0 | i | i | i | i | i | i
COc1ccc(NC(=O)CN(C)S(=O)(=O)c2ccc3c(c2)c(=O)n(C)c(=O)n3C)cc1
 : 5 | -5 | i | i | 3 | i | i | i | i | i | i
Cc1ncsc1C(=O)N1CCCC(CNS(=O)(=O)c2cccs2)C1 (stereo not given)
 : 3 | 0 | i | i | 3 | i | i | i | i | i | i
CC1CCCN(c2ccc3nc4ccccc4c(=O)n3n2)C1 (stereo not given)
 : 1 | -13 | i | i | -1 | i | i | i | i | i | i
Cc1noc(C)c1COc1ccc(C(=O)NNC(=O)c2ccccc2O)cc1
 : -2 | -10 | i | i | 3 | i | i | i | i | i | i
O=C(CN(C(=O)Cn1nnc(-c2ccc(F)cc2)n1)C1CCCC1)NC1CCCC1
 : 1 | -13 | i | i | -1 | i | i | i | i | i | i
COc1ccc(OC)c(CNn2c(-c3cccc(C)c3)nc3ccccc3c2=O)c1
 : 1 | -8 | i | i | 7 | i | i | i | i | i | i

# Arranged by formula weight (smallest number first): some entries from above
# Results follow in this order: Platelet DG rel | hERG rescue | TRPC4 inh | TRPC4 PAM | DYRK1A inh | KCNK3 block | KCNQ1 inh | KCNQ1 act | KCNK9 inh | PolyA inh | TRPC4 agonist
CC(C)c1cc(NCCOCCO)n2c(nc3ccccc32)c1C#N
 : 4 | -1 | i | i | 29 | i | i | i | i | i | i
CCOC(=O)c1cnc(SCC(=O)Nc2ccc3c(c2)OCCO3)nc1N
 : -1 | -4 | i | i | 2 | i | i | i | i | i | i
CCN(CC)Cc1c(C(=O)N2CCc3ccccc3C2)nc2ccc(Cl)cn12
 : -1 | -7 | i | i | -4 | i | i | i | i | i | i

# Next structures follow.
# Results follow in this order: Platelet DG rel | hERG rescue | TRPC4 inh | TRPC4 PAM | DYRK1A inh | KCNK3 block | KCNQ1 inh | KCNQ1 act | KCNK9 inh | PolyA inh | TRPC4 agonist
N#CCCN(Cc1cccnc1)C(=S)NC1CC2C=CC1C2 (stereo not given)
 : 3 | -5 | i | i | -3 | i | i | i | i | i | i
COc1ccc(CCNS(=O)(=O)c2ccc3c(c2)NC(=O)C(C)S3)cc1OC (stereo not given)
 : -3 | -6 | i | i | -3 | i | i | i | i | i | i
O=C(NN1C(=O)C2C(c3ccccc3)C=CC(c3ccccc3)C2C1=O)c1ccncc1 (stereo not given)
 : 0 | 4 | i | i | -5 | i | i | i | i | i | i
NC(=O)C[n+]1cccc(CNC(=O)c2ccc(OC(F)F)cc2)c1
 : -3 | 4.6* | i | i | -5 | i | i | i | i | i | i
CC(=O)OCCNc1cc(SC(C)C)c2nonc2c1[N+](=O)[O-]
 : . | -2 | i | i | . | i | i | i | i | . | i
CCOC(=O)[C@@H]1[C@H]2COc3cc(OC)ccc3[C@H]2N2C(=O)N(c3cccc(Cl)c3)C(=O)[C@]12C
 : -3 | -8 | i | i | 2 | i | i | i | i | i | i
O=C(O)COc1ccc(/C=N/O)cc1Br
 : -31 | 0 | i | i | 7 | i | i | i | i | i | i
COc1ccccc1-c1nc(C(=O)NCC2CCCO2)cc2c1[nH]c1ccccc12 (stereo not given)
 : 0 | -12 | i | i | 4 | i | i | i | i | i | i
S=C1NC2=C(CCC/C2=C\c2ccc(Cl)cc2)C(c2ccc(Cl)cc2)N1 (stereo not given)
 : -24 | -6 | i | i | 3 | i | i | i | i | i | i
COc1ccccc1CC(=O)Nc1ccc2c(c1)CCC2
 : -7 | -5 | i | i | -3 | i | i | i | i | i | i
COc1ccc(/C(N)=N/OC(=O)Cc2ccc(C)cc2)cc1OC
 : -1 | 0 | i | i | -77 | i | i | i | i | i | i
CCOC(=O)N1CCN(C(=O)COC(=O)COc2c(C)cc(C)cc2C)CC1
 : -8 | -12 | i | i | 17 | i | i | i | i | i | i
COC(=O)c1cccnc1-n1c(=O)c2cccnc2n(CC(=O)Nc2ccc(Br)cc2)c1=O
 : -2 | -10 | i | i | -2 | i | i | i | i | i | i
COCn1c(-c2ccccc2)nc2ccccc21
 : -2 | -14 | i | i | -10 | i | i | i | i | i | i
O=C(NNC(=O)C1CCN(S(=O)(=O)c2cccc(Cl)c2)CC1)C1CC1
 : 0 | -14 | i | i | -3 | i | i | i | i | i | i
Cn1c(=O)c2c(nc(SCC(=O)N3CCc4ccccc4C3)n2C)n(C)c1=O
 : -19 | -1 | i | i | -5 | i | i | i | i | . | i
C/C(=N\NC(=O)CC#N)c1cc2ccc(O)cc2oc1=O
 : 4 | -2 | i | i | . | i | i | i | i | i | i
CCOc1ccc(Cc2onc3c2C(=O)CCC3)cc1OCC
 : -1 | -6 | i | i | . | i | i | i | i | i | i
CC(CCc1ccccc1)NC(=O)c1ccc(F)cc1 (stereo not given)
 : 1 | -1 | i | i | 1 | i | i | i | i | i | i
CCN1CCN(Cc2c(O)ccc3c(=O)c(-c4ccc(OC)c(OC)c4)c(C)oc23)CC1
 : -2 | -1 | i | i | 1 | i | i | i | i | i | i
Cc1cccc(Nc2nnc(SCc3cn4ccsc4n3)s2)c1
 : 0 | -9 | i | i | 8 | i | i | i | i | i | i
Cc1cc(Oc2nnnn2-c2ccccc2)ccc1Cl
 : -6 | -13 | i | i | -1 | i | i | i | i | i | i
N#CCC(CNc1ncc(C(F)(F)F)cc1Cl)OC(=O)c1cccc(C(F)(F)F)c1 (stereo not given)
 : -5 | -4 | i | i | -2 | i | i | i | i | i | i
O=C(Cn1cncn1)NCc1cccc(C(F)(F)F)c1
 : 1 | -17 | i | i | -3 | i | i | i | i | i | i
Cc1ccc(S(=O)(=O)/C(C#N)=C/c2c(N3CCCCC3)nc3ccccn3c2=O)cc1
 : 0 | -7 | i | i | . | i | i | i | i | i | i
COc1ccc(Cl)cc1C(=O)NNC(=S)NC(=O)c1cc(-c2ccc(Cl)cc2)nc2ccccc12
 : 7 | -5 | i | i | -4 | i | i | i | i | i | i
CC1CC(=O)N(CC(=O)NCc2ccc3c(c2)OCO3)c2ccccc2S1 (stereo not given)
 : -2 | -12 | i | i | -2 | i | i | i | i | i | i
CC1=C(C#N)C(Nc2cc(C)ccn2)(C(F)(F)F)C(=O)N1 (stereo not given)
 : 8 | -5 | i | i | 4 | i | i | i | i | i | i
Cc1cc(C)cc(NC(=S)N2CCN(C(=O)c3ccco3)CC2)c1
 : -18 | -8 | i | i | 9 | i | i | i | i | i | i
CCOC(=O)CNc1c(-c2ccccc2)nc2ccc(Cl)cn12
 : 0 | -22 | i | i | 8 | i | i | i | i | i | i
CC1C/C(=N\NC(=S)NCc2ccccc2)CC(C)(C)C1 (stereo not given)
 : 6 | -10 | i | i | -8 | i | i | i | i | i | i
COc1ccc(NC(=O)C23CC4CC(C2)CC(n2cnc(Br)n2)(C4)C3)cc1OC
 : -2 | -12 | i | i | 1 | i | i | i | i | i | i
CCOCCCNC(=S)N(CCN(CC)CC)Cc1cc2cc3c(cc2[nH]c1=O)OCCO3
 : 6 | 3 | i | i | 1 | i | i | i | i | i | i
CC(C)CN1C(=O)NC(NC(=O)c2cccs2)(C(F)(F)F)C1=O (stereo not given)
 : 4 | -7 | i | i | -3 | i | i | i | i | i | i
CSCCC(N=Cc1c(O)n(-c2ccc(F)cc2)c(=O)[nH]c1=O)C(=O)O (stereo not given)
 : 4 | -6 | i | i | . | . | i | i | i | i | i
O=Cc1ccc(O)c(O)c1
 : -7 | -6 | i | i | -9 | i | i | i | i | i | i
CCSc1nc2n(n1)C(c1cccc(F)c1)C1=C(CCCC1=O)N2 (stereo not given)
 : 1 | -6 | i | i | -1 | i | i | i | i | i | i
